From PubChem
PKM2 activator – qHTS Assay for Activators of Human Muscle isoform 2 Pyruvate Kinase; purified PKM2, Kinase-Glo ATP luminescence, activation; response scale: 0% is enzyme alone, no compound; actives 0.34% (n = 260,000); Pyruvate kinase PKM (Homo sapiens), P14618; Potency, µM (series often up to 57.5 µM), without a hit: at the top dose activation, actives largely listed as activators; also: potency is read from the fitted curve at half-maximal effect; % is scaled to controls: 0 for no effect and ±100 for the full control effect; nearly all actives have a fitted effect of over 55% in size
Target sequence (P14618 whole entry, looked up, canonical isoform): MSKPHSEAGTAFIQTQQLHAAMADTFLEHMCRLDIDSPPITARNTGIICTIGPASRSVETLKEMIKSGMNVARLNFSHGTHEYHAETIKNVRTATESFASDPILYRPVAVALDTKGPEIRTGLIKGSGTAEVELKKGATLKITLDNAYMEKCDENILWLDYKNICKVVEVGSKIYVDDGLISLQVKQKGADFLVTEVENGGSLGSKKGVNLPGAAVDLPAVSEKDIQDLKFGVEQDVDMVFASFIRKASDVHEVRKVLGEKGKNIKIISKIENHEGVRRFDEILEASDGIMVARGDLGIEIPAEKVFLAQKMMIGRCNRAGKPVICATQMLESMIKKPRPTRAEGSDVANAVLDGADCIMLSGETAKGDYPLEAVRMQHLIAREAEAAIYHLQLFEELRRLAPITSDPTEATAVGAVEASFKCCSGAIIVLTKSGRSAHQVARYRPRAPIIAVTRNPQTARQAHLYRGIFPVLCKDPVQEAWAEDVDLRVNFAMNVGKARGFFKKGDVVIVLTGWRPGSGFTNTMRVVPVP
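Purified hPK-M2 (>95%) run at intermediate activity with 0.1 mM ADP and 0.5 mM PEP in 50 mM imidazole pH 7.2, KCl, MgCl2; 1 h room temperature. ATP formed read by Kinase-Glo luminescence; normalized to uninhibited and no-enzyme controls.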
TSHR antag – Antagonists of the Thyroid Stimulating Hormone Receptor: HTS campaign; Thyrotropin receptor (Homo sapiens), P16473; TSHR-expressing cells, TSH-stimulated cAMP HTRF, 2 h; hits give low values; activity change, negative = inhibition, % at 11.5 µM; actives 0.2% (n = 330,000);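 active = activity change below a set negative limit, meaning inhibition stronger than a set level, cut at about -70% in these data; inconclusive = activity change between two set negative limits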; also: % is scaled to controls: 0 for no effect and ±100 for the full control effect
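Antagonism was scored as loss of TSH-driven cAMP in TSHR cells, stimulated with 4nM TSH (EC80) for 2 hours at 37 deg C and detected by homogeneous HTRF competition immunoassay.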
ASM inhibitor – Inhibitors of Secretory Acid Sphingomyelinase (S-ASM): qHTS | Sphingomyelin phosphodiesterase (Homo sapiens), P17405 | placental ASM, HMU-PC fluorogenic substrate, 60 min | actives 0.006% (n = 340,000) | Potency, µM (series often up to 57.5 µM), without a hit: top-dose activity change, negative = inhibition, hits mostly inhibitors; also: potency is read from the fitted curve at half-maximal effect
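Fluorescence read-out (Ex 386 nm, Em 447 nm) after stopping the reaction at pH 10. Enzyme: ASM from human placenta; substrate HMU-PC0, 9 uM final; 60 min, 37 °C. Compound preincubation 10 min, ambient temperature.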
MBNL1-CUG inh – qHTS Assay for Inhibitors of MBNL1-poly(CUG) RNA binding; Muscleblind-like protein 1 (Homo sapiens), Q9NR56; TR-FRET MBNL1-His/biotin-(CUG)12 binding, 665/545 ratio; Potency, µM (highest dose often 57.5 µM), inactives show at the top dose activity change, negative = inhibition, hits mostly inhibitors; actives 0.036% (n = 280,000); AID 2675, 2010; active = well fitted inhibition curve with a large enough effect in the signal ratio, with a control signal flat, not every such curve was filed as active; inconclusive = small, poorly fitted or top-dose-only effect, or effect the other way, or a change in a side signal; inactive = no such curve, though single readings can be large or run the other way; the % refers to the signal ratio; also: potency is read from the fitted curve at half-maximal effect; % is scaled to controls: 0 for no effect and ±100 for the full control effect
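MBNL1-His + Biotin-(CUG)12, cpd titration 92 nM–58 uM; Tb anti-His Ab 0.055 ng/ul, SA-XL665 5 nM (final); 60 min RT; ratiometric 665/545 nm, Ex 340 nm; normalized to buffer and full-complex controls.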
GALK inhibitor – qHTS Assay for Inhibitors of Human Galactokinase (GALK) | Purified GALK, Kinase-Glo residual ATP luminescence | actives 0.007% (n = 270,000) | AID 1868, 2009 | Potency, µM (doses to about 57.5 µM), without a hit: top-dose activity change, negative = inhibition, hits mostly inhibitors | P51570; also: potency is read from the fitted curve at half-maximal effect; % is scaled to controls: 0 for no effect and ±100 for the full control effect
Target sequence (P51570 whole entry, looked up): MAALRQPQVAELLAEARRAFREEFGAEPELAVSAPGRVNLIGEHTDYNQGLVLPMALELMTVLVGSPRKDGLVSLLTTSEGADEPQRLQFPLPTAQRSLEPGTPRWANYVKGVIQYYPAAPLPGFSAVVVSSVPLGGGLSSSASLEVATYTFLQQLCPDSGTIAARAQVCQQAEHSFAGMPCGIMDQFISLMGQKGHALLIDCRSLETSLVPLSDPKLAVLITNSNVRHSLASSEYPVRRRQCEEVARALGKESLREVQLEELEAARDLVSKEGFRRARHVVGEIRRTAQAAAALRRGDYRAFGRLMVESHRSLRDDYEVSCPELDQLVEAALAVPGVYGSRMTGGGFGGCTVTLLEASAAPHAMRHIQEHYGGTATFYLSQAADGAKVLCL
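Kinase-Glo Plus luminescence measured ATP left after a 1 h room-temperature reaction. The reaction used 5 nM GALK, 100 uM galactose and 35 uM ATP at pH 8.0 (20 mM HEPES, 5 mM MgCl2, 60 mM NaCl, 1 mM DTT, 0.01% BSA).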
hERG WT inh – qHTS for Inhibitors of KCHN2 3.1: Wildtype qHTS | U2OS, BacMam KCNH2, thallium flux FluxOr; hits give low values | Voltage-gated inwardly rectifying potassium channel KCNH2 (Homo sapiens), Q12809 | activity change, % at 1.84 µM | actives 0.37% (n = 340,000);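 active = maximum activity change below -70%; inconclusive = maximum activity change between -70% and -50%; inactive = maximum activity change above -50%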; also: % is scaled to controls: 0 for no effect and ±100 for the full control effect
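U2OS cells were transduced with wild-type KCNH2 virus (2.03 x 10^8 / mL) for 4 h at room temperature, then cultured overnight at 37 C. Thallium flux was read with FluxOr dye. Rate constants were normalized to DMSO controls.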
BCR signal inh – qHTS Assay to Find Inhibitors of Chronic Active B-Cell Receptor Signaling | Potency, µM (highest dose often 46.1 µM), without a hit: top-dose ratio change, negative = lower green/red ratio, hits mostly inhibitors | AID 493014, 2011 | ABC-DLBCL IkBa-CBG/CBR reporter, luminescence ratio, 4 h | actives 0.05% (n = 340,000); active = well fitted inhibition curve with a large enough effect in the signal ratio, with a control signal flat, not every such curve was filed as active; inconclusive = small, poorly fitted or top-dose-only effect, or effect the other way, or a change in a side signal; the % refers to the signal ratio;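 also: potency is read from the fitted curve at half-maximal effect; plate controls were basal doxycycline-induced cells for no effect and cells given 10 µM MG132 for full effect; MG132 reads +100%, hits lower the ratio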
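Cell line TMD8 (human ABC DLBCL), stably expressing tet-inducible CBG68-IkBa fusion and CBR; IMDM/0.5% FBS; cpd up to 46 uM; dox induction, 4 h, 37C/5% CO2; dual luminescence; green/red ratio; MG132 control.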
Mito fusion yeast – qHTS Assay for Small Molecule Inhibitors of Mitochondrial Division or Activators of Mitochondrial Fusion; Potency, µM (highest dose often 46.1 µM), without a hit: top-dose growth rescue (activation), usual class: activators; S. cerevisiae fusion-defective mutant growth rescue, CellTiterGlo 48 h; actives 0.23% (n = 320,000); AID 485298, 2010;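 also: potency is read from the fitted curve at half-maximal effect; % of control where 0% means no effect; nearly all actives have a fitted effect of over 45% in size; temperature-sensitive fusion mutants such as fzo1-1 at 37 °C on non-fermentable ethanol glycerol medium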
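S. cerevisiae fusion-defective temperature-sensitive mutants (e.g. fzo1-1, mgm1-5) grown 48 h at 37C in YPEG (ethanol/glycerol non-fermentable) medium with 23 nl compound per well; growth rescue read as CellTiterGlo luminescence.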
USP2a block – qHTS Assay for Inhibitors of Ubiquitin-specific Protease USP2a Using CHOP2 as the Reporter | Ubiquitin carboxyl-terminal hydrolase 2 (Homo sapiens), O75604 | USP2 core, Ub-CHOP2 coupled fluorogenic reporter, 485/531 | Potency, µM (series often up to 38.3 µM), inactives show at the top dose activity change, negative = inhibition, actives largely listed as inhibitors | actives 0.01% (n = 330,000);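 also: potency is read from the fitted curve at half-maximal effect; plate controls were DMSO wells for no effect and full inhibition by NEM control for full effect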
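Cell-free coupled assay: 10nM USP2 core preincubated 30min RT with compound in Tris-HCl pH 8.0/CaCl2/CHAPS buffer, then 25nM Ub-CHOP2 and 25nM reporter substrate; fluorescence (Ex 485/Em 531) read after 60min RT, normalized to NEM inhibition, concentration-response curves fitted.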
Menin-MLL TR inh – qHTS Assay for Inhibitors Targeting the Menin-MLL Interaction in MLL Related Leukemias: Competition With Texas Red Labeled MLL-derived Mutant Peptide. AID 1768, 2009. Potency, µM (series often up to 61.6 µM), inactives show top-dose FP activity change, negative = inhibition, hits mostly inhibitors. Menin + Texas Red MLL mutant peptide, fluorescence polarization. actives 0.23% (n = 270,000); active = well fitted inhibition curve with a large enough effect in the polarisation, with a control signal flat, not every such curve was filed as active; inconclusive = small, poorly fitted or top-dose-only effect, or effect the other way, or a change in a side signal; inactive = no such curve, though single readings can be large or run the other way; the % refers to the polarisation; also: potency is read from the fitted curve at half-maximal effect; % of control where 0% means no effect; many of its hits are not listed in these tables
Eya2 phos inh – qHTS Assay for Inhibitors of the Phosphatase Activity of Eya2. recombinant Eya2, OMFP fluorescence dephosphorylation (OMFP is methylfluorescein phosphate). Potency, µM (doses to about 76.9 µM), for inactives: top-dose activity, negative = inhibition, most hits filed as inhibitors. actives 0.006% (n = 330,000). Protein phosphatase EYA2 (Homo sapiens), O00167; also: potency is read from the fitted curve at half-maximal effect; % is scaled to controls: 0 for no effect and ±100 for the full control effect
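Eya2 (0.2 uM) preincubated 10 min at ambient with compound, then OMFP substrate added at 50 uM; 10 min reaction in 50 mM HEPES pH 7.5, 50 mM NaCl, 5 uM MgCl2, 0.05% BSA, 1 mM DTT. Fluorescence read at Ex 485/Em 525 nm.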
* hit, by the source's call; u = inconclusive; x = not tested or not shown; [ ] = dose if it differs, or a comment. Unless noted, calls follow the shape of the dose curve; as a rule, active = well fitted curve in the direction sought with a large enough effect; inconclusive = small, poorly fitted or top-dose-only effect, or another doubt; inactive = no such curve, though single readings can be large; an effect the other way counts as inactive or inconclusive.

SMILES | PKM2 activator | TSHR antag | ASM inhibitor | MBNL1-CUG inh | GALK inhibitor | hERG WT inh | BCR signal inh | Mito fusion yeast | USP2a block | Menin-MLL TR inh | Eya2 phos inh
COC(=O)C1CCCCN1C(=O)c1ccc2oc(C(C)C)nc2c1 (stereo unspecified) | 1% | 49 | 3% | -12% | 7% | -2 | 1% | 5% | -4% | -11% | 18%
O=C(O)CSc1nnc(-c2ccncc2)n1-c1ccc(Cl)cc1 | 0% | 3 | 4% | 1% | 1% | -17 | 15% | 0% | 2% | -1% | 12%
O=C(CSc1nnc(Cn2c(=O)sc3ccccc32)n1-c1ccccc1)Nc1nccs1 | -4% | 4 | -2% | -18% | -1% | -5 | u | 3% | -5% | -20% | -1%
O=C(Nc1ccc(N=Nc2ccccc2)cc1)c1ccc(Cl)cc1Cl | 4% | -3 | -2% | -7% | 0% | 5 | 0% | 2% | -7% | u | -6%
C=CCN1C(=O)C(Cc2ccc(OCC)cc2)SC1=Nc1ccc(C(=O)O)cc1 (stereo unspecified) | -7% | -5 | x | x | 1% | 2 | 7% | 8% | -1% | 12% | 5%
Cc1ccc(NS(=O)(=O)c2ccc3c(c2)n(C)c(=O)n3C)cc1C | 1.6µM* | 18 | -3% | -13% | -4% | 9 | -11% | 1% | 0% | 2% | -10%
Cn1nnnc1SCCNC(=O)C1CCC(=O)N(CCc2cccc(F)c2)C1 (stereo unspecified) | x | 12 | 0% | -5% | -3% | 4 | -1% | 1% | -1% | u | 7%
COC(=O)COc1cccc(/C=N/NC(=O)CCSc2ccccc2)c1 | 1% | -10 | 5% | u | 7% | 0 | u | 12% | 3% | 0% | -5%
C#CCOCCOCCOCCNc1nc(N2CCN(C(=O)CCCCCCCCCCNC(=O)[C@H](CCCCN)n3cc(CCO)nn3)CC2)nc(N2CCN(C(=O)CCCCCCCCCCNC(=O)[C@H](CCCN=C(N)N)n3cc(C[C@@H](C)CC)nn3)CC2)n1 | x | -16 | -27% | x | x | 2 | u | u | u | x | -32%
CCC(=O)N(Cc1ccco1)c1nc(C(=O)Nc2ccc(Cl)cc2)c(C)s1 | -4% | 6 | -16% | 1% | -2% | 0 | 29% | u | 3% | -3% | -7%
CC(C)N1CCN(Cc2cccc(-c3ccco3)c2)CC1CCO (stereo unspecified) | 11% | 7 | -1% | -7% | -3% | 20 | 0% | 4% | 0% | 15% | -9%
CN(C)C(CNC(=O)c1ccc(S(=O)(=O)N(C)C)cc1)Cc1ccccc1 (stereo unspecified) | 18% | 8 | -3% | -2% | 0% | -11 | 3% | -7% | -4% | 15% | 6%
CCN(C(=O)COC(=O)c1n[nH]c2ccccc12)C1CCS(=O)(=O)C1 (stereo unspecified) | -15% | 39 | 2% | x | 3% | 1 | -8% | 1% | 3% | -3% | 5%
CSc1nnnn1-c1c(C)cccc1C | -4% | 8 | 3% | -4% | 5% | -22 | 0% | -5% | 1% | x | -2%
C=CCC(=O)OCCCCCCOc1ccc(C(=O)O)cc1 | 1% | -4 | -1% | -2% | 1% | -6 | 0% | 8% | 0% | -15% | 8%
COCCn1nnnc1C(c1cc2ccc(OC)cc2[nH]c1=O)N1CCN(C2CCCCC2)CC1 (stereo unspecified) | 5% | 20 | 20% | 21% | 7% | -15 | 1% | 1% | 3% | -8% | -10%
CCN(CC)S(=O)(=O)c1cccc(C(=O)N[C@H](C(=O)OCC(N)=O)C(C)C)c1 | -6% | -2 | 3% | 1% | -2% | -2 | 9% | -2% | 6% | -1% | 13%
COc1ccc([N+](=O)[O-])cc1NCc1ccco1 | -10% | 23 | -12% | u | 1% | 6 | u | 1% | 9% | x | -4%
COc1ccc(NC(=O)CSc2nc(O)cc(=O)n2C)cc1 | -9% | -11 | -2% | -2% | 0% | 0 | -2% | -5% | 1% | 6% | 10%
Cn1cccc1CC(=O)N/N=C/c1cccc([N+](=O)[O-])c1 | 4% | -10 | -3% | u | -1% | -4 | 14% | -4% | -7% | 46%[activator] | -11%
COc1cc(/C=N/NC(=O)c2ccc3c(c2)OCO3)ccc1O | -1% | -22 | -2% | u | -5% | -8 | u | 0% | 5% | u | 3%
CCC1CCCCN1CCCNC(=O)c1ccc2c(c1)NC(=O)CS2 (stereo unspecified) | x | -13 | 0% | 0% | 10% | 6 | -1% | 9% | 0% | -3% | -9%
CCN(CC)CCCNC(=O)CSc1nc2c(c(C(F)(F)F)n1)CCc1ccccc1-2 | -23% | -3 | -3% | -7% | 1% | 2 | u | -6% | 0% | -15% | -7%
Brc1ccc2nc(N3CCCC3)sc2c1 | -15% | -10 | -3% | 4% | 9% | -1 | -5% | 6% | -1% | -4% | -6%
COC(=O)c1ccc(CSc2ccc3nnc(-c4ccc(OC)cc4)n3n2)o1 | -3% | -2 | x | 24% | -1% | x | -19% | 1% | 1% | -3% | -5%
O=C(NNC(=S)NC(=O)c1ccccc1[N+](=O)[O-])c1ccc(Cl)cc1Cl | -2% | 6 | 0% | 0% | 0% | -5 | 0% | -5% | 3% | 15% | 12%
O=C(NNc1c(Cl)cc(Cl)cc1Cl)c1cccc([N+](=O)[O-])c1 | -2% | 9 | -7% | x | -12% | 2 | u | 0% | 1% | 12% | 0%
Cc1ccc(N=CC2=C(O)CC(C)(C)CC2=O)nc1 | 0% | 5 | 0% | -2% | -1% | 2 | u | -1% | -3% | 0% | 8%
CC1(C)CC2CC(C)(CN2C(=O)Cc2ccccc2)C1 (stereo unspecified) | -5% | 14 | 1% | 4% | 1% | 5 | -1% | 5% | -1% | -17% | -7%
Cc1cccc(C(=O)OC(C)C(=O)NCC2CCCCC2)c1O (stereo unspecified) | x | -3 | 2% | x | x | 1 | 1% | 0% | -1% | x | 17%
Fc1ccccc1Nc1nc(-c2ccncc2)nc2ccccc12 | 3% | 48 | -1% | x | 0% | 2 | -8% | -1% | 4% | -6% | -4%
COc1ccccc1N1CCN(C(c2cc3cc(C)ccc3[nH]c2=O)c2nnnn2C2CCCC2)CC1 (stereo unspecified) | 13% | 6 | -4% | 5% | -3% | -20 | 0% | -1% | 0% | -24% | 12%
O=C(NCc1ccco1)c1ccccc1F | 0% | 3 | 1% | -4% | 0% | -1 | -6% | -1% | -1% | x | 9%
OC(CN1CCN(Cc2ccc3c(c2)OCO3)CC1)c1c[nH]c2ccccc12 (stereo unspecified) | -2% | 12 | 6% | 2% | 1% | 64 | -2% | -3% | -1% | -5% | 6%
COc1cc(C)ccc1NC(=O)Cc1csc(NC(=O)Nc2ccccc2OC)n1 | x | -12 | -19% | x | x | 0 | 13% | 23% | -3% | x | -23%
CC(C)NC(=O)C1CCN(C2CCN(Cc3nc(C(C)C)cs3)CC2)CC1 | -3% | -1 | 1% | -7% | 9% | 7 | 7% | -8% | 3% | -4% | -3%
COc1ccc(N2CCN(C(=O)c3cccn4c(=O)c5ccccc5nc34)CC2)cc1 | 6% | -4 | -5% | 0% | 0% | 20 | 4% | 2% | 4% | -3% | 14%

Not all compounds are listed. The share of hits here may be higher or lower than overall.
